SRC1 TRFRET art – TR-FRET detection interference compounds, primary screen, artefact control for PPARgamma SRC-1 recruitment agonists, biochemical, TR-FRET emission ratio. 99,000 tested, 0.34% active. TR-FRET ratio at 8 µM. TR-FRET detection artefact counter-screen; hits give high values; in the data active = TR-FRET ratio above about 2300; also: inactives centre near 1800
SRC3 TRFRET art – TR-FRET detection interference compounds, artefact control for PPARgamma SRC-3 recruitment agonists, biochemical, TR-FRET ratio. 99,000 tested, 0.39% active. TR-FRET ratio at 8 µM. AID 1048, 2008. TR-FRET artefact counter-screen, PPARgamma/SRC-3 format; hits give high values; in the data active = TR-FRET ratio above about 2000; also: inactives centre near 1600
Starred values were filed as active, the others as inactive. An excerpt (hit frequency here may not be typical).

SMILES	SRC1 TRFRET art	SRC3 TRFRET art
CSc1ccccc1NC(=O)CN(C)CC(=O)Nc1ccccc1N1CCOCC1	1742	1598
COc1cc(Cl)c(C)cc1NC(=O)c1ccc2c(SCC(=O)O)c3c(nc2c1)CCCC3	2279	1589
Cc1cccc(NC(=O)c2c(C)nn(-c3ccccc3)c2Cl)c1	1959	1453
COc1ccccc1NS(=O)(=O)c1cccc(NC(=O)NC2CCCCC2)c1	1712	1417
S=C(Nc1ccc2nc(-c3ccccn3)c(-c3ccccn3)nc2c1)N1CCCCCC1	1723	1704
CN(C)c1nc(N(C)C)nc(N(C#N)CN2C(=O)c3ccccc3C2=O)n1	1813	1628
O=C(CSc1nnnn1-c1cccc(Cl)c1)Nc1ccc2c(c1)CCC2	1679	1405
O=C(CCS(=O)(=O)c1ccc(Br)cc1)NCc1cccs1	1537	1496
O=C(COC(=O)c1cccc(S(=O)(=O)N2CCCC2)c1)NCc1ccccc1	1821	1422
Cn1cccc1/C=C(\C#N)c1ccccc1	1872	1633
CCOc1ccc(N2C(=O)CC(N(Cc3ccco3)C(C)=O)C2=O)cc1 (centres undefined)	1415	1427
CCc1cc(=O)oc2cc3occ(C)c3cc12	1645	1471
Cn1nnc2cc(C(=O)Nc3ccc(Cl)cc3)ccc21	1689	1688
CN(Cc1cccnc1)Cc1cn(Cc2ccccc2)nc1-c1ccc2c(c1)OCO2	1561	1556
Cc1c(C(=O)OCc2ccccc2)[nH]c2c1C(=O)CC(c1ccco1)C2 (centres undefined)	1561	1642
O=C(NC1CCCCC1)C(c1cc2c(cc1[N+](=O)[O-])OCO2)N1CCCCC1 (centres undefined)	1762	1454
Cc1cccc(COCC(Cc2ccccc2)N2CCN(C(=O)c3cccc(Cl)c3)CCC2=O)c1 (centres undefined)	1803	1517
COc1ccc(CCNC(=O)c2ccc(CNc3nc(=S)[nH]c4ccccc34)cc2)cc1OC	1920	1647
CCCCCC(=O)Nc1ccc(-c2csc(C)n2)cc1	1830	1668
Cn1c(=O)c2[nH]cnc2n(C)c1=O	1902	1610
Cc1ccc(C)c(NC(=O)COc2cccc3c2CCN(Cc2ccccc2)C3=O)c1	1567	1543
C/C(CC(=O)Nc1c(C)cc(C)cc1C)=N\NC(=O)c1cnccn1	1739	1525
O=[N+]([O-])c1cc(Oc2cccnc2)cc([N+](=O)[O-])c1	1720	1548
CCn1nc(C(=O)NCc2ccco2)c(Cl)c1Cl	1515	1717
CC(C)OCCCNC(=S)N1CCC(C(=O)c2ccc3c(c2)OCCO3)CC1	1712	1573

Among those listed so far, these contain a nitro group on carbon.
SMILES	SRC1 TRFRET art	SRC3 TRFRET art
O=C(NC1CCCCC1)C(c1cc2c(cc1[N+](=O)[O-])OCO2)N1CCCCC1 (centres undefined)	1762	1454
O=[N+]([O-])c1cc(Oc2cccnc2)cc([N+](=O)[O-])c1	1720	1548

(list continues)
SMILES	SRC1 TRFRET art	SRC3 TRFRET art
CC(=O)N1CC(=O)N(Cc2ccccc2)/C(=C/c2ccccc2)C1=O	1897	1519
CN(C)S(=O)(=O)c1cccc(NC(=O)CSc2nc3ccccc3[nH]2)c1	1884	1473
COc1cc(N=Nc2c(C)n(C)n(-c3ccccc3)c2=O)ccc1N	1943	1714
C#CCn1cc(C=C2C(=O)c3ccccc3C2=O)c2ccccc21	1431	1442
CCc1ccc(OS(=O)(=O)c2cn(C)c(=O)n(C)c2=O)cc1	1549	1486
O=C(COc1ccc(Cl)cc1Cl)Nn1c(=S)[nH]c2ncccc2c1=O	1839	1687
O=C(CC1Nc2cccc3cccc(c23)NC1=O)Nc1ccccc1 (centres undefined)	1886	1563
CSc1ccc(-c2nc(CN(C)C3CCOC3)c(C)o2)cc1 (centres undefined)	1687	1563
Cn1cccc1/C=N/N1CCN(c2ccccc2)CC1	1679	1302
Cc1cccnc1NC(=S)Nc1ccc(Br)cc1Cl	1796	1562
COc1ccc2nc(Nc3nc(-c4ccncc4)cs3)sc2c1	1949	1669
Cc1ccc(C)c(-n2[nH]c3c4c(ccc3c2=O)C(=O)c2ccccc2C4=O)c1	1938	1710
Cn1c(O)c(N=NC(=O)Cn2c(C(F)(F)F)nc3ccccc32)c2ccccc21	1454	1570
CCCCSc1nnc(-c2ccccc2NC(C)=O)c(=O)[nH]1	1729	1387
COC(=O)[C@@]1(Cc2ccc(OC)cc2)[C@H]2c3cc(C(=O)N4CCCC4)n(CCSCCO)c3C[C@H]2CN1C(=O)c1ccccc1	1890	1544
Cc1cc(CN(C)Cc2c(C(=O)N3CCCCCCC3)nc3ccc(Cl)cn23)n[nH]1	1749	1582
COc1cccc(NC(=O)N2CCCC2C(=O)Nc2ccc3c(c2)OCCO3)c1 (centres undefined)	1871	1595
O=C(NNC(=O)C1CC(c2cccnc2)=NO1)Nc1ccccc1F (centres undefined)	2021	1755
CC(=O)N(c1ccccc1C)C1CCCC1	1801	1595
Cc1ccc(OCCCCn2ccnc2C)c(C)c1	1713	1436
Cc1cccc(NC(=O)CSc2nnc(NC(=O)c3ccc(S(=O)(=O)N4CCOCC4)cc3)s2)c1C	1728	1483
CN(NC(=O)/C=C/C(=O)O)c1ncc(C(F)(F)F)cc1Cl	1826	1315
C=CCC(O)(CC=C)C(C)N (centres undefined)	1568	1583
Cc1nn(-c2ccccc2)c(-n2cccc2)c1C(=O)O	1589	1754
CCOC(=O)c1cc(-c2ccccc2)sc1NC(=O)C(C)Sc1nnc(C)s1 (centres undefined)	1651	1632
CCOc1cc(/C=N/NC(N)=O)ccc1OCC(=O)Nc1ccc(C)c(C)c1	1676	1515
COCCNC(=O)c1nn(-c2cc(OC)cc(OC)c2)c(=O)c2ccccc12	1615	1717
CSc1cccc(NC(=S)N(C(C)C)C(C)c2ccccn2)c1 (centres undefined)	1512	1527
CCOC(=O)N1CCC(=NNC(=O)NC2CCCCC2)CC1	2100	1549
COc1ccc(C(=O)NNC(=S)NC(=O)c2ccccc2[N+](=O)[O-])cc1	1845	1555
COc1ccccc1C(O)(C(=O)NNc1cccc(C)c1)c1ccccc1OC	1583	1516
CC(C)n1c(=NC(=O)c2ccco2)c(C#N)cc2c(=O)n3ccccc3cc21	1826	1377
C=CCn1c(SCC(=O)NC(=O)NCc2ccco2)nc2sc(CC)cc2c1=O	1704	1605
COC(=O)N/N=C(/c1ccccc1)C1CCCCC1	1625	1462
COc1cccc(CN2CCNC(=O)C2CC(=O)NCCn2cccn2)c1OC (centres undefined)	1660	1515
CC(=O)CCc1ccc(Oc2nc(-c3cccnc3)nc3ccccc23)cc1	1640	1457
CCOC(=O)C1(CC2CCCCO2)CCN(Cc2nccn2-c2ccc(OC)cc2)CC1 (centres undefined)	1537	1545
O=C(COc1ccccc1/C=C1/NC(=O)NC1=O)Nc1ccccc1	1770	1699
Cc1nn(CCO)c2nc(-c3cccs3)cc(C(F)(F)F)c12	1979	1740
O=C(C1CCCO1)N1CCN(S(=O)(=O)c2cccc3nsnc23)CC1 (centres undefined)	1959	1477
COc1ccc2nc(C)cc(SCC(=O)N/N=C/c3ccc(O)cc3O)c2c1	1830	1556
CN(C)C(CNC(=O)c1ccc2c(=O)n(-c3ccccc3F)c(=S)[nH]c2c1)Cc1ccccc1 (centres undefined)	1895	1650
CCn1cc(NC(=O)CCl)c(C)n1	1733	1802
Cc1ccc(OC(=O)CCC(=O)Nc2ccc(Br)cc2)cc1	1980	1533
CCOC(=O)C1=C(C(F)(F)F)Nc2ncnn2C1c1cc(OC)ccc1OC (centres undefined)	1846	1578
COc1ccccc1Oc1ccc(N/C=C/C(=O)c2ccco2)cc1	1731	1467
O=C(N/N=C/c1c[nH]c2ccccc12)c1cc(-c2ccc3ccccc3c2)n[nH]1	2118	1826
O=c1/c(=C\c2cccn2-c2ccccc2)sc2nc3ccccc3n12	1840	1605
N/C(=N\OS(=O)(=O)c1cccc([N+](=O)[O-])c1)c1ccncc1	1746	1533
Oc1cccc(C(O)CNCc2ccc(OCc3ccc(Cl)cc3Cl)cc2)c1 (centres undefined)	1644	1578

(list continues)
SMILES	SRC1 TRFRET art	SRC3 TRFRET art
Cc1ccccc1CSc1ccc(-c2ccc3c(c2)OCO3)nn1	1929	1789
CC(=C\c1ccccc1)/C=C1/SC(=S)N(CCC(=O)Nc2ccccn2)C1=O	1650	1445
CS(=O)(=O)N1CCN(Cc2ccc([N+](=O)[O-])cc2)CC1	1761	1425
CCOC(=O)C1=C(O)C(=O)N(Cc2ccccc2)CC1	1871	1612
CS(=O)(=O)c1ncc(Cl)c(C(=O)Nc2ccc(N3CCOCC3)cc2)n1	1745	1656
Fc1ccc(NC(=S)Nc2cccnc2)c(Cl)c1	1685	1537
O=C(Nc1ccccc1N1CCOCC1)c1cccc([N+](=O)[O-])c1	1594	1615
Cc1ccc(NC(=O)CSc2nccc(=O)[nH]2)c(S(=O)(=O)N2CCOCC2)c1	1681	1704
Cn1cc(Cl)c(C(=O)NNC(=S)NC2CCCCC2)n1	1767	1591
CNC(=S)NNC(=O)c1ccc(=O)n(Cc2ccc(Cl)cc2Cl)c1	1957	1681
Cc1ccc(NC(=O)C2CCCCC2C(=O)O)cc1Cl (centres undefined)	1661	1623
C=CCn1nnnc1SCC(=O)Nc1ccccc1C(=O)OC	1762	1608
c1coc(CNc2nc(N3CCCCC3)nc3ccccc23)c1	1595	1302
COCCCNC(=O)c1ccc(Cn2c(=O)[nH]c3ccccc3c2=O)cc1	1534	1498
O=C(CCCCCNC(=O)c1ccccc1)N=Nc1c(O)[nH]c2c(Br)cc(Br)cc12	1742	1588
CC(=O)c1ccc(N=Nc2ccc(N(C)C)cc2)cc1	1699	1615
Cc1ccc(S(=O)(=O)Nc2ccc(Cl)cc2)cc1NC(=O)c1cc2c(s1)CCCC2	1800	1450
COc1cc(NC(=S)NC(=O)c2ccc(C(C)(C)C)cc2)ccc1NC(=O)c1cccs1	2005	1641
CC1CC(C)CN(CCOc2ccc(Br)cc2)C1 (centres undefined)	1894	1560
CC(NC(=O)C1CC1)C(c1cccs1)N1CCN(c2ccccc2)CC1 (centres undefined)	1930	1429
COC(=O)C1=C(NC(=O)CCCCl)CCS1	1790	1601
Cc1cccc(OS(=O)(=O)NC(=O)OCC2CCCN3CCCCC23)c1 (centres undefined)	2051	1765
Cc1ccc(/C(N)=N/OC(=O)c2ccc(C)cc2Cl)cc1	1780	1651
O=C(N/N=C/c1cccnc1)C(O)c1ccccc1 (centres undefined)	2015	1602
COc1cccc(C(=O)Nc2c(C)nn(-c3ccccc3)c2C)c1	2031	1579
CC(C)CC(N=Cc1c(O)c2ccccc2oc1=O)C(=O)O (centres undefined)	1671	1566
COc1ccc(C(=O)NC(=O)COC(=O)c2ccc3ncsc3c2)cc1	1996	1587
COc1cc(/C=N/NC(=S)NCCN2CCOCC2)ccc1O	1777	1768
CCCCC(=Nc1ccccc1OC)C1=C(O)CC(c2ccccc2)CC1=O (centres undefined)	1815	1667
COc1cccc([C@@H]2Oc3ccc(OC)cc3C(=O)[C@H]2OC(=O)NCc2ccc3c(c2)OCO3)c1	1653	1828
COc1ccccc1Cn1c(=S)[nH]c2cc(C(=O)NCc3cccnc3)ccc2c1=O	1729	1527
O=C(N/N=C\C=C\c1ccc2c(c1)OCO2)c1cccnc1	1717	1626
CNC(=O)COC(=O)c1ccc(Cl)c(S(=O)(=O)N2CCCC2)c1	1651	1444
Cc1c(C(=O)Nc2nc3ccccc3[nH]2)oc2c(Cl)cccc12	1875	1293
CC(C)CCNC(=O)NC(=O)COC(=O)C1CCN(S(=O)(=O)c2ccccc2F)CC1	1832	1682
O=C1CC(c2ccccc2)c2ccccc21 (centres undefined)	1961	1507
O=C1OC(c2ccc(Br)cc2)=N/C1=C\c1ccco1	1688	1676
CSc1nsc2nc(=O)c(/C=C3\C=Nc4ccccc43)c(N)n12	1490	1501
CCOC(=O)c1nc(NCc2ccccc2F)c2ccccc2n1	1895	1660
CCOC(=O)C1CC2CC(C1)CN(C(=O)C1CCCCC1)C2 (centres undefined)	1896	1623
CCC(C)(C(=O)Nc1ccccc1C)N(C(=O)CNC(C)=O)c1ccccc1C (centres undefined)	1824	1488
CCOC(=O)C(Cc1ccccc1)c1ccnc2nc(N)nn12 (centres undefined)	1888	1512
O=C(C1CCN(S(=O)(=O)c2ccc3c(c2)OCCO3)CC1)N1CCc2ccccc21	1664	1460
COC(=O)C1SCC2C(=O)N(Cc3ccc(Cl)c(Cl)c3)CC(=O)N21 (centres undefined)	1772	1514
CC1(c2ccc3noc(-c4ccccc4)c3c2)OCCO1	1836	1459
CCOC(=O)N/N=C/c1c(C)nn(-c2cccc(C(F)(F)F)c2)c1Cl	1781	1563
COc1ccc(N2CCN(CCOc3ccc4c(C)cc(=O)oc4c3)CC2)cc1	1900	1576
CCn1c(Cc2ccccc2)nnc1SCC(=O)Nc1ccccc1O	2041	1534

4 entries drawn at random from those above, as already listed:
SMILES	SRC1 TRFRET art	SRC3 TRFRET art
CCn1c(Cc2ccccc2)nnc1SCC(=O)Nc1ccccc1O	2041	1534
CC1(c2ccc3noc(-c4ccccc4)c3c2)OCCO1	1836	1459
CC(C)CC(N=Cc1c(O)c2ccccc2oc1=O)C(=O)O (centres undefined)	1671	1566
O=C1CC(c2ccccc2)c2ccccc21 (centres undefined)	1961	1507
